# High-throughput results: PubChem, The Scripps Research Institute Molecular Screening Center
# M1 PAM: human M1 muscarinic receptor positive allosteric modulators, primary screen, CHO-K1 cells, Fluo-8 calcium fluorescence, 1536-well; CHO-K1 hM1, ACh EC20; 0% = ACh EC20, 100% = maximal ACh; activation, % at 3 µM; actives 0.088% (n = 360,000); AID 588819, 2011; in the data active = activation above about 19%, passing the limit was not always enough
# CHRM1 antagonist: human M1 muscarinic receptor antagonists, primary screen, CHO-K1 cells, Fluo-8 calcium fluorescence, 1536-well | Muscarinic acetylcholine receptor M1 (Homo sapiens), P11229 | CHO-K1 hM1, ACh EC80 antagonist | inhibition, % at 3 µM | actives 1.3% (n = 360,000) | AID 588852, 2011;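 active = percent inhibition above its own plate's cutoff, namely the mean of that plate's compound wells plus 3 SD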;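 note: peak over basal fluorescence ratio during 140 s after agonist addition; 0% = ACh EC80 plus DMSO and 100% = DMSO alone without agonist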
# TAAR1 antagonist: human TAAR1 antagonists, primary screen, Fluo-8 calcium fluorescence, CHO RD-HGA16 cells. Trace amine-associated receptor 1 (Homo sapiens), Q96RJ0. antagonist. AID 624466, 2012. actives 1.5% (n = 360,000). inhibition, % at 3 µM;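 active = inhibition above a per-plate cutoff, the mean inhibition of test compounds on that plate plus 3 SD, cut at about 49% in these data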;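 note: 0% = DMSO plus EC80 beta-PEA response and 100% = DMSO alone without agonist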
# Target sequence (Q96RJ0 whole entry, looked up): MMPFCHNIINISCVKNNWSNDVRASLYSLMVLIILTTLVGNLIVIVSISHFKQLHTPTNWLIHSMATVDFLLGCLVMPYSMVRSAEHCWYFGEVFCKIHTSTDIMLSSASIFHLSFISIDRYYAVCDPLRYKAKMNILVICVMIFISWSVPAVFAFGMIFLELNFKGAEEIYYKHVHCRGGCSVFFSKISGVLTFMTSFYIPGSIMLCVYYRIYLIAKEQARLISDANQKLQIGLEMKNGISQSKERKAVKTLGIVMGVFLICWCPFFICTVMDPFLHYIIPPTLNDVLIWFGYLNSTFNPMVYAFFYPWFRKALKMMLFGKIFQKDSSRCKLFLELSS
#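 Test system – hTAAR1-expressing CHO RD-HGA16 cells, Gα16-coupled · Also added – β-PEA at EC80 concentration, post-compound challenge · Compound – 3 µM, single point · Incubation – dye loading 75 min at 37 °C, then 30 min room temperature · Measured by – Fluo-8 intracellular calcium dye fluorescence, real-time kinetic reads · Benchmarks – vehicle and agonist controls · Replicates – singlicate, one well per test compound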
# OXTR potentiator: human OXTR potentiators, primary screen, fluorescence, CHO-OTR cells, Fluo-8 calcium. activation, % at 3 µM. actives 0.061% (n = 320,000). AID 2445, 2010. Fluo-8 calcium fluorescence, potentiator mode; 0% = oxytocin EC15, 100% = EC100;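 active = activation above that plate's cutoff, the mean activation of tested compounds plus 3 SD, cut at about 6.6% in these data, passing the limit was not always enough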;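 note: 100% uses oxytocin at 75 nM as the full agonist control; some results filed as inactive read as strong as hits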
#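 Material: CHO-OTR cells, human receptor; compound dosing: single dose, 3.0 µM nominal final compound concentration; schedule: 6 min compound pre-incubation at room temperature, 100 s kinetic read; measured by: kinetic Fluo-8 calcium fluorescence; read-out basis: % activation vs EC15 and EC100 oxytocin; controls: EC15 oxytocin alone as 0%, 75 nM oxytocin as 100%; replicates: singlicate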
# TAAR1 ag: human TAAR1 agonists, primary screen, Fluo-8 calcium fluorescence, CHO RD-HGA16 cells; Trace amine-associated receptor 1 (Homo sapiens), Q96RJ0; vehicle wells 0%, saturating PEA agonist 100%; activation, % at 3 µM; actives 0.99% (n = 360,000); AID 624467, 2012;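 active = activation above the mean activation of all test compounds in the run plus 3 SD, cut at about 38% in these data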
#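 Assay system – CHO-derived RD-HGA16 cells with stable Gα16 and human TAAR1 · Compound dosing – one-point dosing at 3 µM (nominal) · Incubation – 17-24 h seeding, 75 min 37 °C dye, 30 min RT · Measured by – kinetic Fluo-8 calcium fluorescence · Control set – DMSO vehicle as 0%, PEA at EC100 as 100% · Repeats – single well for each compound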
# CHO parental Ca: ATP-evoked calcium signal inhibitors, parental CHO, primary screen, counter-screen for OX1R antagonist project, cell-based, fluorescence, Fluo-8 calcium dye; inhibition, % at 5.6 µM; actives 0.63% (n = 330,000); parental CHO-K1, ATP-induced calcium, Fluo-8 fluorescence;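 active = inhibition above that plate's mean sample inhibition plus 3 SD, cut at about 26% in these data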;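 note: 0% = ATP-challenged DMSO wells and 100% = DMSO wells without ATP; some compounds past the cut are filed as inactive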
#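 test system = CHO parental line | reagent = ATP stimulus | measured by = intracellular calcium via Fluo-8 no-wash fluorescent dye | control set = ATP and no-ATP DMSO wells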
# V1aR counter: agonists of human V1a receptor, primary screen, counter-screen for OXTR agonist project, fluorescence, CHO-V1R cells. Vasopressin V1a receptor (Homo sapiens), P37288. activation, % at 3 µM. actives 0.25% (n = 320,000). AID 2797, 2010. Fluo-8 calcium fluorescence, agonist mode; 0% DMSO, 100% 3 nM vasopressin;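 active = activation above the mean activation of all tested compounds plus 3 SD, per screening run, cut at about 20% in these data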;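 note: signal is peak over basal fluorescence ratio across a 100 second FLIPR read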
# Target sequence (P37288 whole entry, looked up): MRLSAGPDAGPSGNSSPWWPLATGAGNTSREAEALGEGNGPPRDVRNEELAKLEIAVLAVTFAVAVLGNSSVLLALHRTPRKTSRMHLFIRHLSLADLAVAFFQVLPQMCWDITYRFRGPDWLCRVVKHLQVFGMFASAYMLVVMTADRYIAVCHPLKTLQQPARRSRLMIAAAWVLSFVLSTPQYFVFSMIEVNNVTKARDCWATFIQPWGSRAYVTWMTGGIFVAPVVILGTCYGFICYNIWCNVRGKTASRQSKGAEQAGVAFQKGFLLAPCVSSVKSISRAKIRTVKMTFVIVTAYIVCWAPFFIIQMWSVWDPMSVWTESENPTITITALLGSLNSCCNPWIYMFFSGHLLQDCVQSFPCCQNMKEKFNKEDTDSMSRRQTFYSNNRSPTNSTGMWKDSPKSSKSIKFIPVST
# CHRM1 agonist: human M1 muscarinic receptor agonists, primary screen, Fluo-8 calcium fluorescence, CHO-K1 cells, HTS | AID 588814, 2011 | CHO-K1 hM1, agonist mode; 0% DMSO, 100% acetylcholine EC100 | actives 0.33% (n = 360,000) | activation, % at 3 µM;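 active = activation above the run's mean compound activation plus 3 SD, cut at about 16% in these data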;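 note: peak over basal fluorescence ratio within a 140 s kinetic read after compound addition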
# OXTR agonist: human OXTR agonists, primary screen, fluorescence, CHO-OTR cells, Fluo-8 calcium. Oxytocin receptor (Homo sapiens), P30559. Fluo-8 calcium fluorescence; normalized: DMSO 0%, oxytocin 100%. activation, % at 3 µM. actives 0.32% (n = 320,000). AID 2435, 2010;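 active = activation above the mean of all tested compounds plus 3 SD, cutoff set per screening run, cut at about 20% in these data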;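 note: peak over basal fluorescence ratio from a 100 s FLIPR kinetic read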
# * marks the source's active call; other numbers are inactive results; nt = not tested or not shown.
# Values run as follows: CHRM1 agonist	OXTR agonist	OXTR potentiator	CHO parental Ca	TAAR1 ag	V1aR counter	TAAR1 antagonist	M1 PAM	CHRM1 antagonist
- COc1ccccc1-c1cnc(C(O)c2cccc(C)c2C)[nH]1 (stereo not drawn)
    -2	nt	nt	nt	3	nt	1	-3	-2
- O=S1(=O)CCO[C@H]2Cc3ccccc3[C@H]2N1Cc1cccc(F)c1
    -8	-1.4	-5	-13	3	0.1	1	1	-2
- COc1cccc(N2CCN(C(=O)CCc3nnc4ccc(N5CCCC5)nn34)CC2)c1
    -5	-2.6	-8	-6	2	-1.1	2	-13	18
- COc1ccc(NC(=O)C2CCCN2C(=O)NC2CCCCC2)cc1OC (stereo not drawn)
    -5	-0.1	-1	4	4	-0.3	4	8	-6
- Cc1cc(C)n2c(SCC(=O)N(CCC#N)c3ccc4c(c3)OCCO4)nnc2n1
    -1	nt	nt	nt	1	nt	-11	14	-17
- CN(CC(=O)Nc1ccc(Cl)c(Cl)c1)C(=O)C1CCC1
    1	5.3	-7	3	4	5.2	7	4	-14
- O=C(NC1(Cc2ccccc2)CCN(CCc2cccs2)C1=O)c1ccccc1 (stereo not drawn)
    5	1.1	-3	-30	35	7.1	48	-7	4
- CN(C)NC(=S)Nc1cccc(C(F)(F)F)c1
    -1	-0.7	4	-8	21	0.4	-9	7	-15
- Cc1csc(NC(=O)Cc2ccc(Br)cc2)n1
    0	-2.1	-2	-8	6	1.1	-30	15	-16
- CC(=O)c1cccc(S(=O)(=O)N2CCN(c3nc4cc(C)cc(C)c4cc3C#N)CC2)c1
    -5	-1.8	-3	-30	10	-0.4	-3	-2	-20
- Cc1ccc2nc(-c3ccccc3)cc(C(=O)NCCCn3ccnc3)c2c1
    -5	0.1	-9	-28	8	1.3	18	6	-5
- NS(=O)(=O)c1ccc(NC(=S)N2CCN(c3ccc(Cl)c(Cl)c3)CC2)cc1
    -2	1.1	-8	32	2	2.7	-3	1	12
- Cc1ccc(NS(=O)(=O)c2cccc(C(=O)O)c2)cc1S(=O)(=O)N1CCOCC1
    -2	-0.3	-1	-5	5	0.8	-10	2	2
- CCOC(=O)C(CCCCCOc1ccccc1[N+](=O)[O-])C(=O)OCC
    -4	-1.7	-12	13	0	3.6	5	-6	12
- Cc1cc(C(=O)OCc2nnc(-c3ccccc3)o2)c(C)n1-c1ccccc1
    -3	4.5	-28	11	-2	5.1	18	-8	18
- O=C(CCn1c(=O)oc2ccccc21)NCCN1CCc2ccccc2C1
    -7	1.6	0	-14	14	0.4	7	4	-4
- COc1cccc(CC(=O)Nc2ccc(-c3csc(C)n3)cc2)c1
    -2	-0.3	-8	-12	3	-0.1	-20	14	-20
- CC(C)Cc1cc(C(=O)Nc2cc(Br)ccc2O)no1
    4	-0.7	-5	43*	0	-0.5	27	-1	2
- CCOC(=O)c1c(C)nn(-c2ncccc2NC(=O)NC(C)C)c1C
    -3	-1.5	-18	-5	3	-1.0	9	0	9
- O=C(C(Cl)Cl)N1CCN(Cc2ccccc2)CC1
    -9	0.4	-9	-5	9	-0.2	-1	3	-5

# Shown in CSV form: entries from further up
Compound,CHRM1 agonist,OXTR agonist,OXTR potentiator,CHO parental Ca,TAAR1 ag,V1aR counter,TAAR1 antagonist,M1 PAM,CHRM1 antagonist
Cc1cc(C(=O)OCc2nnc(-c3ccccc3)o2)c(C)n1-c1ccccc1,-3,4.5,-28,11,-2,5.1,18,-8,18
O=C(CCn1c(=O)oc2ccccc21)NCCN1CCc2ccccc2C1,-7,1.6,0,-14,14,0.4,7,4,-4

# More entries
# Values run as follows: CHRM1 agonist	OXTR agonist	OXTR potentiator	CHO parental Ca	TAAR1 ag	V1aR counter	TAAR1 antagonist	M1 PAM	CHRM1 antagonist
- C=CCSc1nc2c(N)ncnc2n1C1OC(CO)C(O)C1O (stereo not drawn)
    -3	nt	nt	nt	0	nt	-11	1	0
- COC(=O)C1=C(C)N(CCc2ccc(OC)c(OC)c2)C(=O)C1
    -2	0.1	-12	-23	16	0.5	5	7	-18
- COc1ccc(C(=O)NC(C)c2nc3ccccc3n2C)cc1OC (stereo not drawn)
    -2	0.7	-13	-19	2	1.2	-15	1	-3
- COCCNC(=O)C1CCCN(C(=O)Cc2cccc3ccccc23)CC1 (stereo not drawn)
    -4	nt	nt	nt	1	nt	3	5	-14
- O=C(Nc1ccncc1)c1ccc2ccccc2c1
    -3	3.1	-8	-1	21	2.2	1	-2	11
- COc1cc(/C=C/C(=O)O)ccc1OS(=O)(=O)c1cc(Br)ccc1C
    1	3.2	-10	-12	4	4.2	-1	-2	10
- CCCNS(=O)(=O)c1ccc(Oc2ncc(C(F)(F)F)cc2Cl)cc1
    9	17	-23	-14	53*	23*	39	5	2
- Cc1ccc(C(=O)NCCCN2CCOCC2)o1
    -4	0.6	4	-12	13	0.0	14	6	-6
- O=C(NCc1ccccc1Cl)c1ccc[nH]1
    -6	-0.5	-9	-4	5	0.4	-17	4	4
- CC(C)N(CCNS(=O)(=O)c1ccc(Cl)cc1)C(C)C
    -6	1.1	3	-5	1	-0.3	15	-5	-3
- CN(C)S(=O)(=O)c1ccc(C(=O)N2CCN=C2SCc2ccccc2)cc1
    -5	2.6	-7	4	2	4.5	-7	4	-6
- CC1CCN(c2nc3c(c(=O)[nH]c(=O)n3C)n2CCSc2ncccn2)CC1
    -2	nt	nt	nt	0	nt	-20	11	-17
- CC(C)[C@H](NC(=O)c1c(F)cccc1F)C(=O)Nc1cccc(Br)c1
    -2	-1.2	-15	-16	1	-1.0	-3	5	-6
- Cc1sc(NC(=S)NC(=O)c2ccc(C(C)(C)C)cc2)c(C#N)c1C
    -5	0.4	-1	0	5	0.5	2	2	-4
- CC1(C)Cc2c(C#N)c(N)n(-c3ccccc3)c(=O)c2CO1
    -4	0.4	0	-9	10	1.6	12	9	-8
- CCC(C)c1nc2c(c(N3CCC3=O)c1-c1ccccc1)CCCC2 (stereo not drawn)
    -8	3.4	-9	-28	11	-1.5	2	4	1
- COc1c(Cl)cc(Cl)cc1CNCCNCCO
    -12	0.5	-5	1	-2	0.9	-11	-2	5
- C[C@H](CO)N1C[C@H](C)[C@@H](CN(C)C(=O)NC2CCCCC2)Oc2c(NC(=O)Nc3ccccc3)cccc2C1=O
    -4	2.2	2	-18	31	1.9	33	-8	11
- CC(C)(O)[C@H]1Cc2cc3ccc(=O)oc3cc2O1
    -6	-0.3	-14	-14	2	1.0	-18	6	-5
- COc1ccc(NC(=O)C2CCC(C)(C(=O)O)C2(C)C)cc1 (stereo not drawn)
    0	0.1	3	-10	8	0.5	-19	19	-36
- C[C@H]1CN=C(Nc2ccccc2)N1CCc1ccc(F)cc1
    -10	1.2	3	-18	13	1.0	-5	-6	11
- COc1cc(C(=O)NCC(c2cccs2)N2CCOCC2)c([N+](=O)[O-])cc1OC (stereo not drawn)
    -3	0.1	3	-8	1	-0.4	-1	-2	13
- Cc1nc(C)c(C(=O)Nc2ccccc2-c2ccccc2)o1
    -4	-0.8	4	-20	6	-0.3	3	2	-2
- Cc1ccc(-c2cc(C(=O)Nc3cnn(C45CC6CC(CC(C6)C4)C5)c3)no2)cc1
    5	0.8	1	-11	nt	1.0	nt	12	-3
- CC(C)(C)c1cc2cccnc2n1Cc1cccc(Cl)c1
    -5	2.8	-1	-9	14	3.6	-20	-12	31*
- CCCc1cc(=O)oc2cc(OCC(=O)NCCc3ccc(S(N)(=O)=O)cc3)ccc12
    -4	0.6	1	-19	0	1.1	-12	-1	-4
- COc1ccc(/C=C/C(=O)N2CCCC2)cc1OC
    3	-0.6	2	7	-1	-1.1	-15	3	0
- CCOC(=O)c1c(NC(=O)CN2CCCc3ccccc32)sc(C)c1CC
    -7	-0.4	-5	-40	4	0.1	-3	9	-14
- Cc1ccc(NC(Cc2cc(C)no2)c2ccccc2)cc1 (stereo not drawn)
    3	10	-9	-15	21	7.1	-7	8	-1
- CCN1CCCC1CNC(=O)CCNC(=O)c1cc(OC)c(OC)c(OC)c1 (stereo not drawn)
    -4	-0.2	-3	1	4	0.1	7	4	-4
- Nn1c(Nc2ccccc2)nc2sc3c(c2c1=O)CCC3
    -1	nt	nt	nt	5	nt	-3	0	3
- O=C(Nc1cccc(NC(=O)c2nccc3ccccc23)c1)c1ccco1
    4	-1.1	-8	-1	21	1.0	28	-1	-3
- Cc1cc(=O)n(CCCO)c(O)c1C#N
    -2	0.5	-11	9	14	0.0	8	7	-10
- CC1(C)CC(N2CN(C3CCCCC3)CC2=O)CC(C)(C)N1
    -1	0.1	-16	-7	-2	1.6	4	4	3
- CN(C)c1nnnn1-c1ccc(Oc2ccccc2)cc1
    -7	1.5	-11	-1	0	4.5	1	8	-9
- CN1C(=O)C(CC(=O)NCCc2ccccc2)N(NC(=O)c2ccc(Cl)cc2)C1=S (stereo not drawn)
    -4	-0.2	-9	-37	3	-2.1	-38	4	-9
- COc1ccc2cc(OCC(=O)NNC(=O)Nc3ccc(OC)c(OC)c3)ccc2c1
    -4	0.3	-1	-9	0	1.3	2	11	-15
- CN(CC(=O)NC(=O)NC(C)(C)C)CC(=O)Nc1ccccc1Cl
    -1	-1.4	-7	-10	0	0.3	23	3	5
- Cc1cc2c(=O)n(CC(=O)N3CCN(c4ccccc4)CC3)cnc2s1
    -3	-2.6	-13	-10	9	-1.4	-7	11	-25
- CCn1cc(C(=O)O)c(=O)c2cc(F)c(N3CCN(C(=S)NC(=O)c4ccccc4C)CC3)cc21
    -2	-1.2	-6	0	1	-0.8	-22	13	-19
- Cc1ccc(CNC(=O)CCn2ccc3cc(S(=O)(=O)N4CCCC4)ccc32)cc1
    -7	0.8	-5	-27	4	2.6	-23	3	-8
